VHR inh abs: VHR1 phosphatase inhibitors, primary screen, biochemical, absorbance, uHTS. Dual specificity protein phosphatase 3 (Homo sapiens), P51452. inhibition, % at 13.3 µM. AID 1654, 2009. 0.52% of 290,000 active. recombinant VHR phosphatase, pNPP absorbance; in the data active means inhibition above about 50%; further: some compounds called inactive have numbers as strong as hits
Target sequence (P51452 whole entry, looked up): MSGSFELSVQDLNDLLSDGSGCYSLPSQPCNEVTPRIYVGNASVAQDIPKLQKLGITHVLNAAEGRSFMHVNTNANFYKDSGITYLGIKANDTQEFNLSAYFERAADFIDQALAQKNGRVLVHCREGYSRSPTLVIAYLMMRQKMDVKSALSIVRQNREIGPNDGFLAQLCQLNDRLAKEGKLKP
BoNT A protease: BoNT/A light chain protease inhibitors, primary screen, biochemical, flow cytometry, MLPCN library; Botulinum neurotoxin type A light chain protease (Clostridium botulinum A str. ATCC 3502); AID 588499, 2011; inhibition, % at 10 µM; multiplex microsphere protease substrate cleavage; 0.17% of 360,000 active; further: plate controls were buffer without enzyme for full effect and enzyme alone for no effect
PriA SSB inh: inhibitors of Klebsiella pneumoniae PriA binding to SSB C-terminal tail, primary screen, biochemical, AlphaScreen | PriA–SSB C-terminal tail interaction (Klebsiella pneumoniae) | AlphaScreen SSBct-PriA binding, biotinylated peptide | inhibition, % at 33 µM | 0.6% of 430,000 active | AID 1272365, 2023; in the data active means inhibition mostly above about 37%, no sharp cut-off; inactive means mostly below about 20%;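 further: plate controls were negative control peptide for no effect and reference peptide for full effect; strong numbers were not always called active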
SARS 3CLpro inh: SARS-CoV 3CLpro protease inhibitors, primary screen, biochemical, quenched FRET. Replicase polyprotein 1ab (Severe acute respiratory syndrome coronavirus), P0C6X7. recombinant SARS-CoV 3CLpro, quenched FRET peptide cleavage. inhibition, % at 6 µM. 0.14% of 290,000 active. AID 1706, 2009; in the data active means inhibition above about 12%
PrPC TRFRET: inhibitors of human cell surface prion protein PrPC, primary screen, cell-based, TR-FRET | 0.43% of 370,000 active | TR-FRET read-out | Major prion protein (Homo sapiens), P04156 | inhibition, % at 13.8 µM | AID 720596, 2013; in the data active means inhibition above about 24%; further: 0% = median of the test wells and 100% = reference compound wells
BoNT F protease: BoNT/F light chain protease inhibitors, primary screen, biochemical, flow cytometry, MLPCN library | Botulinum neurotoxin type F light chain protease (Clostridium botulinum) | Multiplex microsphere protease cleavage assay | inhibition, % at 10 µM | 0.22% of 360,000 active; in the data active means inhibition above about 35%, passing the limit was not always enough; inconclusive means no clear call, values can overlap the other calls; further: plate controls were buffer without enzyme for full effect and enzyme alone for no effect
Anthrax LF inh2: Bacillus anthracis LF protease inhibitors, primary screen, biochemical, multiplex microsphere, MLPCN library | Lethal factor (Bacillus anthracis), P15917 | multiplex microsphere protease cleavage assay | inhibition, % at 10 µM | 0.12% of 360,000 active | AID 588501, 2011; further: plate controls were buffer without enzyme for full effect and enzyme alone for no effect
Target sequence (P15917 whole entry, looked up): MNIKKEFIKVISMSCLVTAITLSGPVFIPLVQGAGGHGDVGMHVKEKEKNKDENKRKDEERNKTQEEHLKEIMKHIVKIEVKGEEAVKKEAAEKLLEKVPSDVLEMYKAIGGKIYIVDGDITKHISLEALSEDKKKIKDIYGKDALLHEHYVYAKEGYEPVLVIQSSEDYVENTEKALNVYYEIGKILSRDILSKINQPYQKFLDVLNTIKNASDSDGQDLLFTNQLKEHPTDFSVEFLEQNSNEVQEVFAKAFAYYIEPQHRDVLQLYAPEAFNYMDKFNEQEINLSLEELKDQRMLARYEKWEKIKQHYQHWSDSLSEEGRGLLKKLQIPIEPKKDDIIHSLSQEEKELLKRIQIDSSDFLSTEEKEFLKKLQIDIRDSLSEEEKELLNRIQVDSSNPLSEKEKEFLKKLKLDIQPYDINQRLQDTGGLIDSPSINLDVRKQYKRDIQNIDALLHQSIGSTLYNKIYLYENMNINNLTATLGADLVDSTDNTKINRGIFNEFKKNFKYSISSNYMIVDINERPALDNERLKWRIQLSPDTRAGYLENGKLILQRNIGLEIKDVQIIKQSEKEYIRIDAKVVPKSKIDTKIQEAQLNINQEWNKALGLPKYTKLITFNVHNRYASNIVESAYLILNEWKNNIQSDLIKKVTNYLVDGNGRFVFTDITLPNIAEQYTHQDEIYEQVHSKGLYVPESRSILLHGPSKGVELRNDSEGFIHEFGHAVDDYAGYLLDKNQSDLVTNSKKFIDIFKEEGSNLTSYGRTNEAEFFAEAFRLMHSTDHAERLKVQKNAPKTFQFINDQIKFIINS
MazEF act: activators of E. coli MazEF toxin-antitoxin RNase, primary screen, biochemical, fluorescence, uHTS; AID 504720, 2011; activation, % at 20 µM; FAM/BHQ RNA-DNA oligo cleavage fluorescence, 5 h; 0.32% of 350,000 active; in the data active means activation above about 50%
Target sequence (P0AE70 whole entry, looked up): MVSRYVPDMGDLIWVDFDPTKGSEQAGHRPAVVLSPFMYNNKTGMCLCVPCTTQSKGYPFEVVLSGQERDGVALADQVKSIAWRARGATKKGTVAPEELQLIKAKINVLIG
CCHFV vOTU inh: CCHFV vOTU protease inhibitors, primary screen, biochemical, Pep-AMC substrate, fluorescence; 0.55% of 370,000 active; inhibition, % at 11.5 µM; AID 651958, 2012; in the data active means inhibition above about 30%; further: 0% = vehicle wells with enzyme and 100% = no enzyme wells
Rv3671c protease: Rv3671c serine protease inhibitors, primary screen, biochemical, fluorescence polarization, M. tuberculosis H37Rv; inhibition, % at 5.96 µM; AID 2606, 2010; 0.048% of 320,000 active; in the data active means inhibition above about 38%;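 further: extracellular domain of Rv3671c used as enzyme; 0% = enzyme with DMSO and 100% = no enzyme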
Starred values were filed as active, the others as inactive; i = inactive; ? = inconclusive; . = no result given. Unless noted, no stated cut-off is given here; in the data, active means inhibition above about 30%; inconclusive means no clear call, values can overlap the other calls; inactive means below that. These rows are one share of the data; rates above refer to the full screens.

SMILES	VHR inh abs	BoNT A protease	PriA SSB inh	SARS 3CLpro inh	PrPC TRFRET	BoNT F protease	Anthrax LF inh2	MazEF act	CCHFV vOTU inh	Rv3671c protease
COc1ccc2cc(C(=O)C3CCCN(C(=O)c4cccnc4)C3)ccc2c1 (configuration not stated)	10	1.0	-12	1	16	-2	-3	3	-160	2
Cc1nc(-c2ccc(Cl)cc2)sc1C1(C)CC(c2ccc(F)cc2)=NO1 (configuration not stated)	-7	-0.7	-2	6	1	-9	1	-1	1	-7
CN(Cc1cccc(F)c1)C(=O)c1ccc(NS(=O)(=O)c2ccc3[nH]c(=O)[nH]c3c2)cc1	.	4.1	7	.	-3	4	4	-2	-1	-4
Cc1c(C=O)c2ccccn2c1C(=O)c1cccs1	0	3.1	-6	-1	4	-1	-3	34	-12	-2
CCOC(=O)N1CCC(N2C(=O)c3ccccc3C2Nc2cc(OC)c(OC)c(OC)c2)CC1 (configuration not stated)	35	-0.3	6	-3	4	-2	-4	7	4	1
Cc1cccc(C(=O)N2CCN(c3ccc([N+](=O)[O-])c(NCc4ccco4)c3)CC2)c1	27	-1.8	22	-7	-15	-20	-6	4	12	-11
COc1cccc(NC(=O)CN(C)C(=O)c2cccc(S(=O)(=O)Nc3ccccc3OC)c2)c1	.	0.0	2	.	5	-6	0	2	3	5
O=C(O)C1C2CCC(O2)C1C(=O)Nc1ccc(F)c(F)c1 (configuration not stated)	25	-3.8	-12	6	2	8	-8	12	-3	6
COc1cc(OC)c(C(=O)OCC(=O)Nc2cccc(S(=O)(=O)NC3=NCCCCC3)c2)cc1OC	.	1.6	9	.	0	3	-1	1	1	.
O=C(CSc1nnc(-c2ccccc2)o1)OCc1ccccc1	9	-0.6	-32	2	7	-1	-1	8	-10	5
O=[N+]([O-])c1ccccc1/C=N/n1c(-c2ccccc2)n[nH]c1=S	9	0.4	.	-5	-10	-11	-2	4	5	11
Cc1c(F)cccc1NS(=O)(=O)c1ccc2c(c1)c(C)cc(=O)n2C	6	2.6	-2	-5	5	7	-10	10	5	-10
CN(C)C(CNC(=O)c1cc(S(=O)(=O)N(C)c2ccc(F)cc2)ccc1Cl)c1cccs1 (configuration not stated)	.	-0.9	0	.	0	-7	-7	3	5	.
CCOC(=O)CSCC(=O)N1CCC(Cc2ccccc2)CC1	20	-1.2	-12	-3	11	-6	-5	3	0	-8
CCCCN1CC2=C(C1=O)C(c1ccc(O)cc1)NC(=O)N2C (configuration not stated)	16	-0.4	11	4	2	-5	1	15	-20	6
COc1ccc(NC(=O)/C(C#N)=C/c2ccc3c(c2)n(C)c(=O)n3C)cc1	2	0.2	-4	-4	1	5	-2	7	-7	1
Cn1c(CNc2cccc(Cl)c2)nnc1SCC#N	21	-0.2	-1	0	6	-5	-5	5	3	5
CC(=O)[C@@]1(O)CCC2C3CC[C@H]4C[C@@H](O)CC[C@]4(C)C3CC[C@@]21C (some centres not stated)	.	0.5	5	.	5	0	4	-6	-3	3
COc1ccc(-n2c(O)c(/C(C)=N/Nc3ccccc3)c(=O)[nH]c2=O)cc1	-1	?	.	0	6	?	6	2	-12	3
Cc1ccc([C@@H]2CC=C(C(=O)O)[C@H](c3cccc(Cl)c3)N2S(=O)(=O)c2ccccc2C)cc1	.	-0.8	1	.	17	-3	-8	-4	26	-9
O=C1CC(C(=O)NCCc2ccccc2)SC(=Nc2ccccc2)N1 (configuration not stated)	-8	-0.5	-14	-1	9	-7	10	8	-15	3
COC(=O)CNC(=O)C1Cc2ccccc2CN1S(=O)(=O)c1ccc(F)cc1 (configuration not stated)	.	-0.9	1	-2	4	-1	-10	2	2	-4
COc1ccccc1Nc1nn2c(=O)c3ccc(C(=O)N4CCCC(C)C4)cc3nc2s1 (configuration not stated)	2	1.8	5	-1	17	-6	-2	-2	3	-39
CCC(CO)Nc1ncnc2c1cnn2-c1ccc(OC)cc1 (configuration not stated)	-13	0.0	115*	1	-3	5	8	5	4	7
Cc1ccc(C(O)c2ncc(-c3ccccc3)[nH]2)c(C)c1 (configuration not stated)	.	-0.4	.	.	2	-10	-4	.	11	.
Cc1ccc(C(C(=O)NC2CCCCC2)N2CCOCC2)cc1 (configuration not stated)	-12	-0.1	-14	4	-6	1	-2	1	1	1
Cc1cc(C(=O)CSc2nnc(-c3ccc4c(c3)OCO4)o2)c(C)n1-c1ccc(F)cc1	8	0.3	-14	3	3	-2	-1	-3	-8	3
NC(=O)c1c(NC(=O)c2cccs2)sc2c1CCCCCC2	2	-0.1	-1	-5	-8	-1	2	0	-13	-36
CC1=C(C(=O)N(C(C)C)C(C)C)CC(CC(=O)NCCCCc2ccccc2)C(=O)N1Cc1ccc(F)cc1 (configuration not stated)	.	-0.5	.	.	-2	0	0	.	28	.
Cc1ccccc1C(=O)NCC(c1ccco1)N1CCc2ccccc21 (configuration not stated)	.	?	-7	.	4	?	?	-3	-3	-4
COc1ccc(-n2c(C)cc(=O)[nH]c2=O)cc1	-29	2.6	-2	4	-5	?	1	2	5	4
CC(C)(C)c1cnnn1-c1cccc([N+](=O)[O-])c1	25	-0.8	-16	-2	-7	0	-4	6	-1	-1
Cc1ccc(-n2c(Cn3nc(C(F)F)cc3C(F)F)n[nH]c2=S)cc1	19	1.7	-20	4	-4	2	2	1	0	1
CC(NC(=O)COC(=O)Cc1ccccc1[N+](=O)[O-])c1ccccc1 (configuration not stated)	3	0.2	1	2	2	2	-1	-12	2	-9
CCS(=O)(=O)N1CCC(NC(=O)C2CCCCC2)CC1	8	-0.4	-6	-4	5	0	9	10	-9	-1
CCN1CCN(CC(=O)N/N=C/c2ccc(F)cc2F)CC1	2	1.1	.	5	-5	2	1	-1	0	-1
O=C(O)c1cccc(NC(=O)c2ccccc2NC(=O)c2cccs2)c1	.	0.0	.	.	-4	0	3	-1	0	.
COc1ccc2oc(=N)c(C(=O)Nc3ccccc3Cl)cc2c1	36	0.2	-10	-6	9	10	-8	0	-8	-7
O=[N+]([O-])c1c(NCCCO)cc(N2CCCCCC2)c2nonc12	34	-2.8	-5	-5	-31	6	-4	5	22	-17
CC(C)c1cccc(C(C)C)c1NC(=O)CCN1C(=O)NC2(CCCC2)C1=O	.	0.3	2	.	4	5	-4	-4	-10	9
O=C(N=C1SC2CS(=O)(=O)CC2N1c1ccccc1)C1CC1 (configuration not stated)	-9	1.5	-12	0	2	4	0	3	21	5
Cc1cc(-c2nnc(SCC(=O)Nc3cccc(C)c3C)n2N)n[nH]1	-1	-0.5	-3	-4	-5	2	-1	7	-8	3
CN(CC(=O)Nc1ccc(C(N)=O)cc1)CC(=O)Nc1ccccc1Br	10	-0.4	-2	2	2	-1	-5	4	-11	-4
Cc1ccc(C(=O)N2CCN(S(=O)(=O)c3ccc(Br)cc3)CC2)o1	38	-2.2	0	-1	4	-14	-5	-1	15	1
Cc1c(C)c2ccc(OCC(=O)N3CCC(C(=O)O)(c4ccccc4)CC3)c(C)c2oc1=O	33	0.8	-5	1	6	-4	0	2	-25	-12
COC(=O)[C@]12CCCCC=C1N(Cc1ccco1)C(=O)[C@H](CC(=O)N1CCN(C(=O)c3ccco3)CC1)C2	.	-1.3	.	.	-2	-8	-11	.	2	.
CCC(C)NCC(=O)Nc1ccc(-c2nc3cc(NC(=O)CNC(C)CC)ccc3o2)cc1 (configuration not stated)	-10	0.2	-11	-5	-5	3	-1	11	-20	-2
COc1ccc(NC(=O)C[C@H]2C(=O)N(Cc3ccccc3)C[C@@H]2c2ccc(OC)cc2)cc1	.	0.3	.	.	-4	-7	-2	3	-10	.
O=C(O)CCc1ccc(S(=O)(=O)Nc2ccc(OCc3ccccc3)cc2)cc1	-5	0.8	-4	4	7	-1	1	-13	17	-9
O=C(CSC1CN(C(c2ccccc2)c2ccccc2)C1)N/N=C/c1ccc(Cl)cc1Cl	33	?	i	4	0	?	-8	-3	-8	-76
COc1ccc(-c2noc(CSc3ccccc3)n2)cc1OC	-2	-1.2	-87	0	0	5	-3	6	8	-16
COc1cc(C=CC(=O)OCC=Cc2ccc3c(c2)OCO3)cc(OC)c1OC	.	0.1	2	.	2	-10	2	0	-6	.
CN(C)CCCNC(=O)C[C@H]1C[C@H](C(=O)N2CCCCC2)[C@@]2(CCc3ccccc3)c3[nH]c4cc(CCC(=O)N(C)C)ccc4c3CCN2C1=O	.	-0.5	6	.	4	-6	-7	12	-6	.
CN(CC1CCCN(CCc2ccc(Cl)cc2)C1)C(=O)c1ccoc1 (configuration not stated)	20	0.6	-9	0	-9	-8	-1	-1	-5	-1
CCN1CCN(C(=O)CNC(=O)c2nn(-c3ccc(OC)cc3)c(=O)c3ccccc23)CC1	26	-1.9	-11	3	-6	-20	-4	5	16	4
Cc1c(/C=N/NC(=O)CNc2ccccc2)c2ccccn2c1C(=O)c1ccccc1	9	1.0	.	4	-11	-10	-1	5	-17	4
CCC(=Nc1ccccc1N)c1c(O)[nH]c(=O)[nH]c1=O	-27	-0.8	13	-4	10	?	-16	3	-9	-4
CCOC(=O)CNC(=O)CSc1nnc(-c2ccco2)n1Cc1ccco1	-3	-0.2	2	-1	0	-4	0	-3	6	9
CCCCSC1=C(C#N)C(c2ccccc2C)C(C(=O)OCC)C(=O)N1 (configuration not stated)	11	-1.2	-10	-1	10	-6	1	0	-4	2
Cc1ccc(S(=O)(=O)NCC2(c3ccccc3)CCOCC2)cc1	18	0.1	-5	-4	3	-1	-2	5	1	-6
Next part.
SMILES	VHR inh abs	BoNT A protease	PriA SSB inh	SARS 3CLpro inh	PrPC TRFRET	BoNT F protease	Anthrax LF inh2	MazEF act	CCHFV vOTU inh	Rv3671c protease
Cc1cccn2c(=O)nc(SCC(=O)NC3CCCC3)nc12	.	1.8	-18	.	-7	-4	0	1	7	-1
Cc1cc(C)c2c(c1)c(C)cc1nnc(SCC(=O)NCc3ccco3)n12	16	-0.1	-12	2	-10	-6	-1	2	-13	-4
CC(NC(=O)CN1c2cccc3cccc(c23)S1(=O)=O)c1ccccc1 (configuration not stated)	.	0.4	.	.	-8	1	3	-41	-9	.
CC1CC(C)CN(Cc2nc3c(c(=O)n(C)c(=O)n3C)n2CCN2CCOCC2)C1 (configuration not stated)	22	-1.0	-6	-4	1	-7	-1	5	4	1
CCOC(=O)c1c(NC(=O)CN2C(=O)N(C)C3(CCCCC3)C2=O)sc(C(=O)N(C)C)c1C	.	-0.2	-13	.	6	3	4	5	-7	.
COc1ccc(C(=O)C2CCCN(Cc3ccc4nonc4c3)C2)c(C)c1 (configuration not stated)	19	0.1	-19	1	-8	-3	-1	-3	14	4
CCn1c(/C=C/c2c[nH]c3ccccc23)nc2ccccc2c1=O	18	0.1	0	-5	-5	-10	-2	15	-3	9

3 entries from above in another layout.
molecule | VHR inh abs | BoNT A protease | PriA SSB inh | SARS 3CLpro inh | PrPC TRFRET | BoNT F protease | Anthrax LF inh2 | MazEF act | CCHFV vOTU inh | Rv3671c protease
CCOC(=O)c1c(NC(=O)CN2C(=O)N(C)C3(CCCCC3)C2=O)sc(C(=O)N(C)C)c1C | . | -0.2 | -13 | . | 6 | 3 | 4 | 5 | -7 | .
COc1ccc(C(=O)C2CCCN(Cc3ccc4nonc4c3)C2)c(C)c1 (configuration not stated) | 19 | 0.1 | -19 | 1 | -8 | -3 | -1 | -3 | 14 | 4
CCn1c(/C=C/c2c[nH]c3ccccc23)nc2ccccc2c1=O | 18 | 0.1 | 0 | -5 | -5 | -10 | -2 | 15 | -3 | 9
